uPA surface inh – blocks generation of uPA at the cell surface | cell surface uPA generation assay, qHTS | Potency, µM (top dose mostly 38.3 µM), for inactives: at the highest dose activity change, negative = inhibition, actives largely listed as inhibitors | actives 0.31% (n = 330,000); active = well fitted inhibition curve with a large enough effect; inconclusive = small, poorly fitted or top-dose-only effect; inactive = no such curve, though single readings can be large or run the other way; tested in mouse RAW 264.7 cells; note: % is set by controls: 0 for no effect and ±100 for the full control effect; nearly all actives have a fitted effect of over 55% in size
Rab9 promoter act – activators of Rab9 promoter | Huh7 Rab9 promoter-luciferase reporter, luminescence, 24 h | Potency, µM (doses to about 9.22 µM), for inactives: at the top dose activation, negative = inhibition, actives largely listed as activators | actives 2.8% (n = 320,000); note: % of control where 0% means no effect; nearly all actives have a fitted effect of over 60% in size
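Cells were plated at 1500 per well in reduced-serum medium with 10% FBS and left 2 h. Compound in DMSO was then added for 24 h at 37 °C. Reporter signal was read by luminescence after 10 min with luciferase detection reagent.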
VP16 counter – counter-screen for ROR gamma inhibitors: Gal4-VP16 reporter. Potency, µM (highest dose often 53.6 µM), without a hit: top-dose activity, negative = inhibition, actives largely listed as inhibitors. actives 3.5% (n = 310,000). Drosophila S2 Gal4-VP16 UAS-luciferase, luminescence, 20 h. AID 2546;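 note: Gal4-VP16 expression switched on by copper sulfate through the metallothionein promoter; % is set by controls: 0 for no effect and ±100 for the full control effect; nearly all actives have a fitted effect of over 50% in size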
NPC1 promoter act – activates the NPC1 promoter; Huh7 NPC1 promoter luciferase reporter, 24 h; Potency, µM (titrated, usually from 9.22 µM), for the others: top-dose activation, actives largely listed as activators; actives 2.4% (n = 320,000); AID 485313;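 note: % of control where 0% means no effect; nearly all actives have a fitted effect of over 60% in size; reporter is driven by a mutant NPC1 promoter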
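Luciferase expression driven by the NPC1 promoter was measured in stably transfected Huh7 cells after a 24 h compound incubation, using a luciferase reagent and a luminescence read.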
ELG1 genotoxic – inducers of genotoxicity in HEK293T ELG1-luciferase cells. HEK293T ELG1-luciferase reporter, luminescence, 16 h. actives 1.3% (n = 330,000). Potency, µM (doses to about 46 µM), without a hit: top-dose activity change, positive = activation, hits mostly activators; note: % of control where 0% means no effect; nearly all actives have a fitted effect of over 60% in size
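ELG1-luciferase HEK293T cells, 2,000/well; compound pinned in; 16 hr, 37 °C, 5% CO2; ONE-Glo, 30 min RT; luminescence on CCD imager.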
BRCA1 expr up – increases BRCA1 expression. actives 1.1% (n = 380,000). MCF7-BRCA1-FFLuc reporter, luminescence, 48 h; response scale: scaled: vehicle 0%, 10 µM genistein 100%. Potency, µM (series often up to 46.1 µM), for inactives: at the top dose activation, actives largely listed as activators; note: nearly all actives have a fitted effect of over 80% in size; some results filed as inactive show a strong effect at the top dose
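MCF7-BRCA1-FFLuc, 2000 cells/well; 2 h attach, 37 °C/5% CO2; compound 48 h; luciferase substrate 15 min; luminescence end-point. Norm. to genistein 10 microM max activation and DMSO; concentration-response curves fitted.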
MBNL1-CUG inh – blocks human MBNL1 binding to CUG repeat RNA | Potency, µM (top dose mostly 57.5 µM), for inactives: at the top dose activity change, negative = inhibition, usual class: inhibitors | TR-FRET MBNL1-His/biotin-(CUG)12 binding, 665/545 ratio | actives 0.036% (n = 280,000); active = well fitted inhibition curve with a large enough effect in the signal ratio, with a control signal flat, not every such curve was filed as active; inconclusive = small, poorly fitted or top-dose-only effect, or effect the other way, or a change in a side signal; inactive = no such curve, though single readings can be large or run the other way; the % refers to the signal ratio; note: % is set by controls: 0 for no effect and ±100 for the full control effect
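His-tagged MBNL1 binding to biotinylated (CUG)12 RNA was measured by TR-FRET using terbium anti-His antibody (0.055 ng/ul final) and streptavidin-XL665 (5 nM final). Compounds were titrated 92 nM to 58 uM; 60 min at room temperature.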
FLuc counter – inhibits or activates purified firefly luciferase, miR-21 counter-screen. actives 6.9% (n = 360,000). Potency, µM (top dose mostly 57.5 µM), for the others: top-dose activity change, negative = inhibition, most hits filed as inhibitors. P08659. purified FLuc, Km substrates, luminescence inhibition;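 note: plate controls were vehicle for no effect and reference inhibitor for full effect; nearly all actives have a fitted effect of over 55% in size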
Target sequence (P08659 whole entry, looked up): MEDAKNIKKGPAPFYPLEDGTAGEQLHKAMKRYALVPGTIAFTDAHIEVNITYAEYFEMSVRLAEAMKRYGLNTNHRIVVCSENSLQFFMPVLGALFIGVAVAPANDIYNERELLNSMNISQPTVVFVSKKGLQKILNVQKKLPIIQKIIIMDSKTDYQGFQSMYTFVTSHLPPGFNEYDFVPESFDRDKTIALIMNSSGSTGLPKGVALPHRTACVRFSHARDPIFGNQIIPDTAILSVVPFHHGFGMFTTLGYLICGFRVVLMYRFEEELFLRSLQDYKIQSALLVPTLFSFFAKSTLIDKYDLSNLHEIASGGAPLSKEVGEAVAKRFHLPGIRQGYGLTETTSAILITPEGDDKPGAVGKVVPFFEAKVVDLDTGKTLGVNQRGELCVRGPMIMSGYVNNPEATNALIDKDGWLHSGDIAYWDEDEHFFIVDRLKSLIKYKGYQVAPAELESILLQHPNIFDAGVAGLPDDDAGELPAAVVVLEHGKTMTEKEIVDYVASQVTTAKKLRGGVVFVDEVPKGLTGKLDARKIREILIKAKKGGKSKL
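Purified P. pyralis luciferase, 10 nM final, with Km-level 10 uM D-luciferin and 10 uM ATP in 50 mM Tris acetate pH 7.5, 10 mM Mg acetate, 0.01% Tween-20, 0.05% BSA; 6-point qHTS titration about 60 µM downward; luminescence read.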
p53 reactivator – mutant p53 re-activation in reporter cells; H1299 p53-A138V BP100-luciferase reporter, luminescence, 24 h; Potency, µM (series often up to 92.2 µM), inactives show at the top dose activity change, positive = activation, actives largely listed as activators; actives 0.063% (n = 320,000); note: % of control where 0% means no effect; nearly all actives have a fitted effect of over 45% in size
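p53-null H1299 cells stably carrying temperature-sensitive p53-A138V and a BP100-luciferase reporter were pinned with compounds (4-point, 1:5 series) and held 24 hrs at 37 deg C. Luminescence was read 10 min after detection reagent.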
RORg inh – inhibitors of mouse ROR gamma transcriptional activity | Potency, µM (doses to about 53.6 µM), for inactives: at the top dose activity change, negative = inhibition, usual class: inhibitors | P51450 | actives 5.4% (n = 310,000) | AID 2551 | Drosophila S2 Gal4-RORgamma UAS-luciferase reporter, 20 h; note: % is set by controls: 0 for no effect and ±100 for the full control effect; nearly all actives have a fitted effect of over 60% in size
Target sequence (P51450 whole entry, looked up, the tested form may be a part): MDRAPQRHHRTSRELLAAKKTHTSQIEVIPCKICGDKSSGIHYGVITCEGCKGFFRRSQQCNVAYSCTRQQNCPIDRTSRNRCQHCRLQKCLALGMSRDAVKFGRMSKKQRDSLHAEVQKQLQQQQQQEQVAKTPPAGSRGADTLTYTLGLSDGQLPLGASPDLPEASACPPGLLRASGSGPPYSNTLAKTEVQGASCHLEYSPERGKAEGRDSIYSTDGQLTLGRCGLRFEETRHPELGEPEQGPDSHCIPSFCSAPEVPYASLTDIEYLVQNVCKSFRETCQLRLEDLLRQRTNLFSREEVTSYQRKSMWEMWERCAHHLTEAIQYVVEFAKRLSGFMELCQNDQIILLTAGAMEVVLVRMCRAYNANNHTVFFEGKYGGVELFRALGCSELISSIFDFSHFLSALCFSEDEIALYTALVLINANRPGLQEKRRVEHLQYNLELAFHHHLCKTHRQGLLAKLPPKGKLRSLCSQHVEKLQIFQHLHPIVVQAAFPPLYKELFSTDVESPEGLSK
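Stable Schneider cell line, Gal4 DNA-binding domain fused to ROR gamma, UAS-luciferase. Cmpd 1 hr RT → CuSO4 700 uM final → 20 hr RT → luciferase reagent 10 min → luminescence.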
CXXC DNA block – inhibitors of human MLL CXXC domain-DNA interaction | MLL-CXXC / FITC-HOXA9 DNA fluorescence polarization | Potency, µM (series often up to 115 µM), without a hit: at the top dose activity change, negative = inhibition, usual class: inhibitors | actives 0.037% (n = 290,000); active = well fitted inhibition curve with a large enough effect in the polarisation, with a control signal flat, not every such curve was filed as active; inconclusive = small, poorly fitted or top-dose-only effect, or effect the other way, or a change in a side signal; inactive = no such curve, though single readings can be large or run the other way; the % refers to the polarisation
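Purified MLL-CXXC (added from a 7 uM solution) was preincubated 5 min at ambient with pinned compounds in 50 mM Tris-HCl pH 7.5, 50 mM NaCl, 1 mM DTT, 0.05% BSA. Fluorescein-labeled HOX-A9 DNA (50 nM solution) followed, 30 min, then polarization read.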
* hit, by the source's call; u = inconclusive; x = not tested or not shown; [ ] = dose if it differs, or a comment. Unless noted, calls come from the whole dose curve; as a rule, active = well fitted curve in the direction sought with a large enough effect; inconclusive = small, poorly fitted or top-dose-only effect, or another doubt; inactive = no such curve, though single readings can be large; an effect the other way counts as inactive or inconclusive. Potency is the fitted concentration of half-maximal effect.

Every second line gives: uPA surface inh | Rab9 promoter act | VP16 counter | NPC1 promoter act | ELG1 genotoxic | BRCA1 expr up | MBNL1-CUG inh | FLuc counter | p53 reactivator | RORg inh | CXXC DNA block
CCCCn1c(=O)c(CCC(=O)OCC(=O)Nc2ccc(C)c(Cl)c2)nc2ccccc21
 : x | -1% | -10% | -1% | 4% | x | -11% | -16% | -4% | 45% | 8%
Cc1cc(=O)[nH]c(-n2[nH]c3c(c2=O)CCCC3)n1
 : 0% | 0% | -18% | 7% | -4% | -2% | 0% | -7% | -1% | 3% | -24%
CCN(CC(=O)NCC1CCCO1)S(=O)(=O)c1ccc2ccccc2c1 (stereo not given)
 : -9% | 0% | -6% | -3% | 1% | -5% | 12% | -5% | -13% | -2% | 0%
CCOc1ccc(NC(=O)CCCNC(=O)Cn2cnc3sc(C)c(C)c3c2=O)cc1
 : -1% | 4% | 0% | -5% | 23% | -4% | -1% | -1% | -17% | 0% | -13%
CCOC(=O)c1csc(NC(=O)CN2CCN(C)CC2)n1
 : u | -4% | -13% | -7% | 4% | 10% | -1% | 4% | 13% | 1% | 1%
Cc1ccc(-c2cc(C(=O)O)c3ccccc3n2)c(C)c1
 : u | 0% | -5% | 17% | 7% | 99% | x | 7.6µM* | 6% | 12% | -4%
COc1cccc(C2CC(=O)Nc3c2c(=O)[nH]c2ncnn32)c1 (stereo not given)
 : 3% | -3% | -9% | -4% | -3% | -5% | -11% | 4% | -1% | 1% | 1%
CN(C)CC1CCCCC1OC(=O)/C=C/c1ccc(Cl)cc1Cl (stereo not given)
 : -5% | -6% | -10% | -6% | -9% | 0% | 5% | -10% | 2% | u | 10%
Cc1cc(C)cc(NS(=O)(=O)c2ccc(NC(=S)NC(=O)c3cccs3)cc2)c1
 : 7% | -1% | 1µM* | -4% | -4% | -84% | 2% | -1% | 2% | 0.79µM* | -1%
CCn1cc(/C=C(\NC(=O)c2ccc(OC)c(OC)c2)C(=O)NCCCO)c2ccccc21
 : -39% | -2% | 1% | -1% | -1% | -15% | 0% | 0% | -5% | -2% | 11%
COc1ccc(NC(=O)/C(=C\c2ccc(OS(=O)(=O)c3ccc(C)cc3)cc2)NC(=O)c2ccccc2)cc1
 : 7% | -6% | -11% | 1% | -3% | -16% | -3% | -4% | 4% | 12% | 15%
CC[C@H](C)NC(=O)c1ccc(Cn2c(=S)[nH]c3c([nH]c4ccc(OC)cc43)c2=O)cc1
 : 1% | 20% | -20% | 1% | 14% | -9% | -7% | 1% | 3% | 12% | -10%
CN(C(=O)c1ccc(=O)n(Cc2ccc(Cl)cc2)c1)c1ccccc1
 : 0% | -8% | 6% | -3% | -2% | 1% | 1% | 3% | 2% | 7% | 10%
CCCOc1ccc(/C(O)=C2/C(=O)C(=O)N(CCCN3CCOCC3)C2c2ccncc2)cc1 (stereo not given)
 : x | -1% | 7% | -7% | -1% | x | u | -7% | -5% | 14% | 30%[activator]
N/C(=N\OC(=O)COc1ccc(Cl)cc1Cl)c1ccncc1
 : u | 0.63µM* | -13% | 2.8µM* | u | 1.1µM* | -24% | 3µM* | 3% | 20% | 0%
COc1ccc2nc(Cl)c(/C=N/Nc3ccccn3)cc2c1
 : -6% | u | u | 28% | u | 3.2µM* | 4% | 0.54µM* | 17% | 11µM* | 5%
O=C(COc1ncnc2c(Cl)cc(Cl)cc12)NC1CCCCCC1
 : 1% | 2% | -8% | -1% | -3% | -9% | 0% | 7% | -13% | -21% | 13%
CCOC(=O)CSc1n[nH]c(NC(=O)CC)n1
 : 1% | -1% | -3% | 10% | 0% | 4% | -8% | 4% | -5% | 16% | 10%
CC1(C)CC(=NNC(=O)c2n[nH]c3c2CCC3)CC(C)(C)N1
 : 0% | -6% | -3% | 1% | 0% | 3% | 0% | 8% | 1% | -1% | -2%
CC1(C)CN2C(=O)c3ccccc3C2(C)S1 (stereo not given)
 : 1% | 3% | 6% | -2% | 2% | -4% | -1% | 0% | 2% | 0% | 0%
CSc1ccc(S(=O)(=O)NC2CCCCC2)cc1
 : x | 0% | -5% | -3% | 0% | -1% | -2% | 0% | 7% | -7% | 1%
CC1=C(C(=O)N2CCCC(N3CCN(c4cccc(Cl)c4)CC3)C2)OCCO1 (stereo not given)
 : 0% | -4% | 5% | -4% | -3% | -4% | 5% | -5% | 8% | u | 2%
COc1ccc(Cc2nnc(N/N=C/c3ccc(N(C)C)cc3)[nH]c2=O)cc1OC
 : -2% | -7% | -15% | 12% | 3% | 0% | x | -6% | 10% | -40% | -7%
O=S(=O)(c1ccc(-c2ccon2)s1)N1CCN(CCN2CCOCC2)CC1
 : 14% | -3% | -17% | -3% | 0% | -4% | 14% | -1% | 1% | u | 2%
COC(=O)C1=C(C(=O)OC)C(c2cc(Cl)ccc2O)c2sc(=O)[nH]c2S1 (stereo not given)
 : 9% | 3% | -4% | -5% | -1% | -17% | x | -11% | 6% | -3% | x
Cc1cc(C)c(C)c(OCC(=O)N2CCOCC2)c1
 : -1% | 0% | 6% | 2% | 1% | 7% | -3% | 3% | 0% | 3% | 2%
Cc1cc(N=Cc2c(O)n(-c3cccc(Cl)c3)c(=O)c3ccccc23)no1
 : -9% | -9% | -3% | -9% | 0% | -8% | 15% | 2% | -3% | 15% | 6%
COc1ccc(Nc2ccc([N+](=O)[O-])c3nonc23)c(OC)c1
 : -4% | -43% | x | -3% | 7% | 0% | u | -16% | x | x | -10%
Cc1ccc(S(=O)(=O)N2CCN(C(=O)c3ccc(S(=O)(=O)N4CCCC4)cc3)CC2)cc1
 : 8% | 0% | -12% | -3% | -2% | 4% | -17% | 7% | 21% | -8% | 17%
CC(=O)c1csc(-c2cccc(-c3nc4ccc(Cl)cn4c3NC3CCCCC3)c2)c1
 : 7% | -6% | x | -2% | -3% | -47% | x | 6% | 2% | x | x
CCN(C(=O)CN1CCN(c2ccc(O)cc2)CC1)c1c(N)n(Cc2ccccc2)c(=O)[nH]c1=O
 : 0% | 13% | -3% | 4% | 5% | 6% | 2% | 0% | -10% | -27% | 3%
N=C(N)SCc1ccc(O)c([N+](=O)[O-])c1
 : 0% | 1% | 3% | -4% | 0% | 3% | u | -1% | 3% | 4% | 9%
Cc1ccc(N2C(=O)N(CC(=O)Nc3ccc(C)cc3C)C(=O)C2C)cc1 (stereo not given)
 : 6% | 3% | 30% | 6% | 0% | 6% | x | -10% | 1% | u | -2%
CCOCC(=O)Nc1ccc(-c2cn3cccnc3n2)cc1
 : x | 3% | -6% | -1% | 4% | 75% | u | u | 13% | 9% | 7%
COc1cccc(NC(=O)CSC2=C(C#N)C(c3ccco3)C3=C(CCCC3=O)N2)c1 (stereo not given)
 : -16% | 1% | -7% | 3% | 1% | -3% | -4% | -31%[2.3 µM] | u | 8% | -2%
N#Cc1nc(COc2ccc(Cl)cc2Cl)oc1N1CCOCC1
 : x | 6% | 3% | 12% | 18% | 32% | -6% | u | 5% | u | 3%
CCN(CC)S(=O)(=O)c1ccc(C(=O)Nc2nnc(CSC)o2)cc1
 : -6% | -1% | 4µM* | -6% | -6% | 8% | -2% | -18% | -2% | 1.1µM* | 4%
CCOC(=O)c1c(C)[nH]c(C(=O)OCC(=O)Nc2cc(C)c(Cl)cc2OC)c1C
 : 4% | 0% | -24% | 10% | u | -59% | -3% | 4% | 1% | -8% | 19%
Cc1cccc(NC(=O)c2ccc3c(c2)C(=O)N(c2ccccn2)C3=O)c1C
 : 1% | 3% | -7% | -1% | 2% | 7% | 9% | -2% | -11% | 1% | -5%
CCCC(=O)N(Cc1cc(=O)[nH]c2ccccc12)c1ccccc1
 : 0% | -3% | -10% | -4% | -14% | 2% | -12% | -1% | 8% | 42% | 7%
CCOC(=O)c1c(NC(=O)CSc2ncccn2)sc2c1CC(C)(C)NC2(C)C
 : -12% | 0% | 14% | -2% | -6% | -12% | -10% | 1% | 14% | -33% | -3%
CCC1N=C(SC)NC(C)=C1C(=O)c1ccccc1 (stereo not given)
 : -14% | 0% | 0% | -1% | -10% | -11% | -6% | 2% | 6% | 5% | 15%
Cc1ccc(Cl)cc1NC(=O)CCC(=O)O
 : 3% | -3% | -10% | 0% | -2% | 3% | x | 0% | -3% | 29% | -6%

Screening data from PubChem BioAssay.

The list is partial; rates above refer to the full screens.
